# M. tuberculosis GlmU: inhibition of mycobacterial GlmU enzyme – biochemical, glucosamine-1-phosphate acetyltransferase (AID 1376) | Bifunctional protein GlmU (Mycobacterium tuberculosis (strain ATCC 25618 / H37Rv)) | M. tuberculosis GlmU acetyltransferase enzyme assay; higher % means a stronger effect | inhibition, %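 (tested at 30 µM in the primary screen)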, or IC50 in µM where a hit was titrated | 0.25% of 220,000 active; in the data active = inhibition above about 13%; inconclusive = no clear call, values can overlap the other calls;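 note: 0% = complete reaction with vehicle and 100% = reaction without substrate; strong numbers were not always called active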
# RmlCD inh 1536: M. tuberculosis RmlC/RmlD coupled enzyme inhibitors, primary screen, biochemical, compound mixtures, 384-well, from 1536-well plates | RmlC+RmlD coupled enzyme assay, percent inhibition; primary screen in compound mixtures | inhibition, % at 3.6 µM | 0.03% of 160,000 active | AID 1533, 2009; in the data active = inhibition mostly above about 34%, no sharp cut-off; inconclusive = no clear call, values can overlap the other calls; inactive = mostly below about 22%; note: some results filed as inactive read as strong as hits
# Target sequence (P9WH09 whole entry, looked up): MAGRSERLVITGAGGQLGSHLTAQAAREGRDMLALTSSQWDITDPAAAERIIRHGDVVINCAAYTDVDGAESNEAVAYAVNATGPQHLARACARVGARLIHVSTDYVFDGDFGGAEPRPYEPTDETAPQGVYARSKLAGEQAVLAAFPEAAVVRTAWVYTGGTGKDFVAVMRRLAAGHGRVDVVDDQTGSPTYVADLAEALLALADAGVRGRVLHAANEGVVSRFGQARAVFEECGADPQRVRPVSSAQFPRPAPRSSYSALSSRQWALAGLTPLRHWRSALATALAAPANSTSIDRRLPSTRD
# Target sequence (P9WH11 whole entry, looked up): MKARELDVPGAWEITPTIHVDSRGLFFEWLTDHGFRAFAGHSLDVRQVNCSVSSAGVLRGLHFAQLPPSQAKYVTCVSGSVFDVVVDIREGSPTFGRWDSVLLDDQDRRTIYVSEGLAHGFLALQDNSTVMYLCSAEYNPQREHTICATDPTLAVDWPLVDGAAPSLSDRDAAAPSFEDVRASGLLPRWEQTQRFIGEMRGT
# * = called active by the depositor; ? = inconclusive; . = no result given. Not all compounds are listed, so the mix of outcomes need not match the whole.
SMILES,M. tuberculosis GlmU,RmlCD inh 1536
COC(=O)c1ccc2c(=O)n(NC(=O)C(c3ccccc3)c3ccccc3)c(=S)[nH]c2c1,-3.7%,13.1
Cc1cc(C)nc(SCC(=O)Nc2ccc(N3CCOCC3)c(Cl)c2)n1,-2.7%,.
Cc1cc(C)n(C(=O)CNC(=O)C(c2ccccc2)c2ccccc2)n1,-1.6%,.
CC(=O)C(Cc1cccc(F)c1)(Cc1cccc(F)c1)C(C)=O,1.1%,1.0
COc1cccc(OCCNC(=O)c2ccccc2Sc2ccccc2C#N)c1,1.8%,.
COC(=O)CSc1nc2ccccc2nc1SCC(=O)OC,-6.4%,?
CNCC(=O)N(CC(C)C)c1c(N)n(CC(C)C)c(=O)[nH]c1=O,-6.0%,4.7
COC(C(=O)Nc1ccc(S(=O)(=O)Nc2ccc(F)cc2)cc1)c1ccccc1 (stereo unspecified),1.3%,-40.2
COC(=O)c1cc(Br)c(=O)n(-c2ccccc2OC)c1,7.9%,-7.8
Cc1cccc(OCC(=O)NCC(=O)N/N=C/c2cc(Br)ccc2OCc2ccccc2)c1,-7.9%,15.9
CCN1CCN(C(=O)C2c3cc(OC)c(OC)cc3C(=O)N3CCc4ccccc4C23)CC1 (stereo unspecified),.,-5.9
COc1ccc(N2Cc3ccccc3C2=NC(=O)c2ccc(C)cc2)cc1OC,1.1%,3.0
O=C(Nc1cccc(-c2nc3ccccc3s2)c1)c1cc(-n2cnnc2)ccc1Cl,-5.5%,-1.2
CN1C(=S)N2CCCN2C1c1ccccc1 (stereo unspecified),2.6%,.
Nn1c(SCC(=O)N2CCOCC2)nnc1-c1ccccc1Cl,3.3%,.
COc1ccc(-n2nc(C#N)c(Cl)cc2=O)cc1,-1.1%,-4.8
Cc1ccc2ncnc(NCCCN3CCOCC3)c2c1,-4.4%,3.9
Cc1cccc2cc(CN(Cc3ccco3)S(=O)(=O)c3ccc4c(c3)OCCO4)c(=O)[nH]c12,8.6%,.
C/C(=N\Nc1cccc([N+](=O)[O-])c1)c1cc(F)ccc1O,19.6%,-6.5
COC(=O)C1CC(=O)N(c2ccc(C)cc2)C1 (stereo unspecified),-3.5%,-9.4

# The list goes on; the last two above are carried over.
SMILES,M. tuberculosis GlmU,RmlCD inh 1536
C/C(=N\Nc1cccc([N+](=O)[O-])c1)c1cc(F)ccc1O,19.6%,-6.5
COC(=O)C1CC(=O)N(c2ccc(C)cc2)C1 (stereo unspecified),-3.5%,-9.4
COC(=O)c1ccc(Cn2nc(C(F)(F)F)cc2C)cc1,-5.6%,24.4
CC1CCCN(C(C(=O)Nc2ccc(C(C)C)cc2)c2ccc3c(c2)OCO3)C1 (stereo unspecified),3.2%,-6.1
O=C(COC(=O)c1ccc(S(=O)(=O)N2CCc3ccccc3C2)cc1)NC(=O)NCc1ccco1,0.1%,20.6
C=CCNC(=S)NS(=O)(=O)c1cccs1,-5.7%,3.1
CCCN1CCN(CCCNC(=O)c2cc3c(=O)n(C)c4ccccc4c3n2C)CC1,4.5%,17.9
COc1cc(OC)cc(C(=O)Nc2ccc(NC(=O)c3ccco3)c(Cl)c2)c1,-11.2%,8.4
CCOc1cccc(C(=O)NC(=S)Nc2cccc(NC(=O)c3ccccc3Cl)c2)c1,1.6%,.
C=CCn1c(SCC(=O)Nc2nccs2)nnc1-c1cc2cccc(OC)c2o1,-0.1%,-0.5
COc1ccc(CC(C)N2CCN(c3ccccc3)CC2)cc1OC (stereo unspecified),-0.3%,5.8
O=C(NCc1cccnc1)c1ccccc1NS(=O)(=O)c1ccc(F)cc1F,6.2%,-9.1
CCC(C)(C)NC(=O)C(c1cccs1)N(C(=O)c1ccn[nH]1)c1ccccc1 (stereo unspecified),-0.7%,8.8
COc1ccc(C(C)=O)cc1CN1C(=O)C(C)N(c2ccc(C)cc2)C1=O (stereo unspecified),-4.5%,2.5
c1ccc(OCCCn2nnc(-c3cccnc3)n2)cc1,0.4%,.
O=C(COC(=O)c1cnccn1)c1ccc([N+](=O)[O-])cc1,-1.8%,-10.4
COC(=O)C1CCN(C(=O)c2ccc(OC3CCN(Cc4ccccn4)CC3)cc2)CC1,2.2%,-2.7
C/C(=N/NC(=O)CNC(=O)COc1cccc(C)c1)c1ccco1,1.0%,6.7
O=C1CC[C@@H](CN(Cc2ccccn2)Cc2nc(-c3ccc(C(F)(F)F)cc3)no2)N1,1.6%,-5.0
COc1cc(OC)cc(C(=O)O/N=C(\N)c2ccccn2)c1,-3.7%,3.1
CCn1c2ccccc2c2nnc(SCC(=O)NC3CCS(=O)(=O)C3)nc21 (stereo unspecified),-1.1%,.
COc1ccc(C(C)(C)C)cc1S(=O)(=O)N1CCC(C(N)=O)CC1,-1.3%,.
O=C(Cc1cc(=O)[nH]c(=O)[nH]1)N1CCN(C(=O)c2ccco2)CC1,4.1%,-7.7
Cc1[nH]c2ccccc2c1C(=O)CSc1ccc(Cl)cc1,-8.0%,.
Cc1[nH]nc(Nc2ccc(Br)cc2)c1[N+](=O)[O-],5.3%,-11.1
CCS(=O)(=O)n1nc(-c2ccco2)nc1SC,-0.6%,12.5
COc1ccc(Oc2c(C)oc3c(CN(C)C)c(O)ccc3c2=O)cc1,-3.0%,4.1
CCn1c2ccccc2c2cc(NC(=O)C(=O)N3CCOCC3)ccc21,2.3%,-9.3
CC(Oc1ccc(Cl)cc1)c1ccnn1S(C)(=O)=O (stereo unspecified),2.3%,0.9
Cc1nnc(SCC(=O)N2CC(=O)Nc3ccccc32)s1,2.2%,.
Cn1cc(Br)c(C(=O)Nc2sc3c(c2C#N)CCC3)n1,3.9%,-9.1
COc1ccc(C(=O)/C=C/Nc2ccc(S(=O)(=O)Nc3nc(C)cc(C)n3)cc2)c(OC)c1,3.4%,18.7
O=C(c1ccc(Cl)cc1)C1CCCN(Cc2ccc3nonc3c2)C1 (stereo unspecified),2.6%,3.1
Cc1ccc2nc(CSc3nc(C)cc(C)c3C#N)[nH]c2c1,3.6%,-10.1
CC(=O)c1cccc(N(CC(=O)N2CCOCC2)S(C)(=O)=O)c1,-7.8%,.
COc1cccc(N2CCN(C(=O)CN(C)S(=O)(=O)c3ccc4c(c3)CCC(=O)N4)CC2)c1,5.5%,.
O=C(O)CSc1cccc[n+]1[O-],4.3%,1.2
CN(C)c1oc(-c2ccccc2[N+](=O)[O-])nc1C#N,2.2%,32.5
O=C1C2CCCN2C(c2ccncc2)N1c1ccc(Cl)c(Cl)c1 (stereo unspecified),-3.4%,-8.9
Cc1cccc(Cn2nc(-n3cccc3)c3c(C)cc(C)nc32)c1,-1.2%,1.9
COC(=O)c1cc2n(n1)CCN(Cc1ccc(C)cc1)C2=O,3.0%,-11.2
CC(=O)Nc1ccc(S(=O)(=O)N2CCC(c3nc4ccccc4[nH]3)CC2)cc1,3.1%,46.7

# Looked up above:
# Cc1cc(C)n(C(=O)CNC(=O)C(c2ccccc2)c2ccccc2)n1 in M. tuberculosis GlmU reads -1.6%
# COC(=O)c1ccc(Cn2nc(C(F)(F)F)cc2C)cc1 in RmlCD inh 1536 reads 24.4
# COc1cc(OC)cc(C(=O)O/N=C(\N)c2ccccn2)c1 in RmlCD inh 1536 reads 3.1

# 7 entries already listed, sorted by count of non-hydrogen atoms, lowest first:
SMILES,M. tuberculosis GlmU,RmlCD inh 1536
CN(C)c1oc(-c2ccccc2[N+](=O)[O-])nc1C#N,2.2%,32.5
C/C(=N\Nc1cccc([N+](=O)[O-])c1)c1cc(F)ccc1O,19.6%,-6.5
COc1cc(OC)cc(C(=O)O/N=C(\N)c2ccccn2)c1,-3.7%,3.1
CNCC(=O)N(CC(C)C)c1c(N)n(CC(C)C)c(=O)[nH]c1=O,-6.0%,4.7
Cc1cccc(Cn2nc(-n3cccc3)c3c(C)cc(C)nc32)c1,-1.2%,1.9
CC1CCCN(C(C(=O)Nc2ccc(C(C)C)cc2)c2ccc3c(c2)OCO3)C1 (stereo unspecified),3.2%,-6.1
COc1ccc(C(=O)/C=C/Nc2ccc(S(=O)(=O)Nc3nc(C)cc(C)n3)cc2)c(OC)c1,3.4%,18.7

# Remaining list, next part.
SMILES,M. tuberculosis GlmU,RmlCD inh 1536
Cc1ccc(C(=O)NC(=S)N2CCN(c3ccccc3F)CC2)cc1,-5.0%,-9.8
COC(=O)[C@H](Cc1ccccc1)NC(=O)NCC1CCCO1 (stereo partly specified),1.2%,6.6
COc1cc(OC)cc(C(=O)N[C@H](C(=O)Nc2nc(-c3ccc(OC)c(OC)c3)cs2)C(C)C)c1,-0.5%,-9.0
C/C(=N/OC(=O)C1CC1)c1cc(-c2ccc(Cl)cc2)no1,2.2%,-12.6
CCC1Oc2ccccc2N(CC(=O)NCCC2=CCCCC2)C1=O (stereo unspecified),-1.4%,8.3
CCN(CC)S(=O)(=O)N1CCC(C(=O)NCc2ccc3c(c2)OCO3)CC1,2.8%,.
O=C(NN1C(=O)c2cc(Br)ccc2NC1c1cc(Br)cc(Br)c1O)c1ccncc1 (stereo unspecified),9.1%,5.7
Cc1ccccc1NC(=O)c1sc(NC(=O)COc2ccccc2)c(C#N)c1C,4.5%,.
Cc1ccc(C2=NN(C(=O)C3CCCO3)C(c3ccco3)C2)cc1 (stereo unspecified),2.1%,1.5
COC(=O)C1=C(SC)N(c2ccccc2)C(c2ccccc2)CC1=O (stereo unspecified),-7.4%,10.2
Cc1cc(=O)[nH]c(-c2cccnc2)n1,1.3%,4.5
Brc1cccc(/C=N/Nc2nc(N3CCCCC3)nc(N3CCCCC3)n2)c1,5.6%,-9.4
COc1ccc(CNC(=O)Cn2nc(-c3ccc4c(c3)OCCO4)ccc2=O)cc1,-0.8%,-10.4
CN(C)S(=O)(=O)c1ccc(C(=O)OCC(=O)Nc2cccnc2Cl)cc1,1.6%,2.0
O=C(C1=C(O)C(=O)N(c2ncccn2)C1c1cccs1)c1ccco1 (stereo unspecified),9.1%,4.9
C/C(=N\NC(=O)CN(c1ccccc1Br)S(C)(=O)=O)c1cccs1,-3.6%,-10.7
CC(C)CCNC(=O)CN(C(=O)CCC(=O)Nc1ccccn1)c1ccc2c(c1)OCCO2,-1.6%,.
CC1=Nc2ccc(Br)cc2C(c2ccccc2)N1CC(=O)NN (stereo unspecified),1.4%,.
Cc1cccc(N(CC(=O)N2CCN(c3ccccc3F)CC2)S(C)(=O)=O)c1,0.8%,-7.1
CC(=O)c1ccc(NC(=O)c2ccccc2Sc2ncnc3sc(C)c(C)c23)cc1,4.3%,-11.1
O=C(C1=C[C@H](c2ccccc2)C[C@H](OCc2ccc(CO)cc2)O1)N1CCN(Cc2ccccc2)CC1,-6.2%,.
COc1ccc(C(=O)NC(=S)Nc2cccnc2)cc1[N+](=O)[O-],-6.9%,17.0
COc1cc(NC(=O)Nc2ccccc2)c(OC)cc1NC(=O)CN1CCCCC1,1.2%,-7.0
O=C1NCC(CN(c2ccccc2)c2ccccc2)O1 (stereo unspecified),-0.7%,14.8
Cc1ccc(-c2nnc(N3CCN(C(=O)Cn4c(=O)n(C)c5ccccc54)CC3)c3ccccc23)cc1,0.5%,.
CCN=C1SC(C(=O)Nc2cccc(C(=O)O)c2)CC(=O)N1CC (stereo unspecified),-4.8%,.
O=S1(=O)N=C(Nc2ccc(O)cc2)c2ccccc21,3.3%,-6.4
Cc1ccc(S(=O)(=O)N[C@H](C(=O)OCC(=O)N2N=C(c3ccc(Cl)cc3)CC2c2ccco2)C(C)C)cc1 (stereo partly specified),-1.9%,.
Cc1ccc(Oc2c(C=O)c3ccccc3n2C)cc1,-3.7%,.
N#Cc1cc(-c2ccccc2)nc(Oc2ccc(Cl)cc2)n1,0.8%,3.0
Cc1ccc(NC(=O)C2CCCN2C(=O)OC(C)(C)C)cc1C (stereo unspecified),1.2%,.
O=C(Nc1ccc2c(c1)CCC2)c1cccc(S(=O)(=O)N2CCN(c3ccc(F)cc3)CC2)c1,-0.4%,-8.1
Cc1cc(C)c(C#N)c(N2CCC(C(N)=O)CC2)n1,0.4%,14.5
COc1ccc(N/N=C(/Oc2ccc([N+](=O)[O-])cc2)C(C)=O)cc1,0.5%,.
Cc1ccc(Nc2ccccc2)nn1,1.9%,-5.4
CC(O)[C@H]1CN=C(N)N1CCc1cc(C(F)(F)F)cc(C(F)(F)F)c1 (stereo partly specified),-4.1%,.
CN(C)c1nnnn1-c1ccc(Cl)cc1,.,5.9
COc1cc(C=C2C(=O)c3ccccc3C2=O)cc(OC)c1,4.0%,-2.9
CCOc1ccc(C(C)=O)cc1CSc1nnc(-c2ccncc2)n1CCOC,-1.1%,-5.0
COc1ccc(-n2nc3c(c2NC(=O)Cc2cccc(C)c2)CS(=O)C3)cc1 (stereo unspecified),0.9%,-6.8
CC(=O)C1=C(NC(=O)c2ccccc2F)C[C@@H]2[C@H]1C2(C)C,-3.7%,.
N#Cc1cnc(SCC(=O)NNC(=O)COc2cccc3ccccc23)nc1N,-6.0%,4.3
O=C1OCc2ccc(NC(=O)C3CCCCC3)cc21,-1.9%,.
O=C(NC(Cc1ccccc1)C(=O)O)c1ccccc1 (stereo unspecified),3.8%,-9.0
COc1ccccc1CNS(=O)(=O)c1cccc(S(=O)(=O)N2CCOCC2)c1,2.6%,-7.3
CCCCN(C)C(=O)c1cn(C)c2ccc(S(=O)(=O)N(C)C)cc2c1=O,1.9%,6.3
CC(C)NS(=O)(=O)c1ccc(NC(=S)NC(=O)c2ccc(-c3ccccc3)cc2)cc1,2.0%,.
CCOC(=O)C1=C(N)Oc2cc(C)oc(=O)c2C12C(=O)N1c3c(cccc32)C(C)=CC1(C)C (stereo unspecified),8.8%,0.1
COc1c2c(nc3ccccc13)OC(C(C)(O)CO)C2 (stereo unspecified),-4.1%,5.5
CCOC(=O)C(CC)n1nc(C)n2c(cc3occc32)c1=O (stereo unspecified),-4.1%,.
Clc1ccc(-c2cn3c(n2)CCC3)cc1,-2.0%,8.9

# Bioassay records (PubChem)
